# MEKK2mut PB1 HTS: signal of MEK5 binding to mutant human MEKK2 PB1 domain. 290,000 compounds, 0.35% hits. percent response, % at 10 µM. AID 1530. bead flow cytometry, Alexa488-MEK5 binding to MEKK2 mutant; in the data active = percent response above about 24%, passing the limit was not always enough; note: inactives centre near 1; some results filed as inactive read as strong as hits; reference of the scale not given here
# NALP1 inh: blocks the NALP1 inflammasome reconstituted in yeast | 280,000 compounds, 0.61% hits | inhibition, % at 10 µM | S. cerevisiae NALP1/ASC/caspase-1 growth, X-gal OD620, 72 h | AID 2071; in the data active = inhibition mostly above about 24%, no sharp cut-off; inactive = mostly below about 32%; note: some compounds called inactive have numbers as strong as hits
# GalR3 antag: blocks the human galanin receptor 3; O60755; HEK293 GalR3-CNG cAMP membrane potential fluorescence; galR3 body fused to GalR1 C-terminus; inhibition, % at 3 µM; 360,000 compounds, 0.44% hits; AID 651719;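 active = inhibition above the screen-wide average plus 3 SD, cut at about 13% in these data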;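 note: forskolin and galanin both at EC90 stimulate the cells; cAMP rise reported by CNG channel membrane potential dye signal; 0% = forskolin plus galanin with DMSO and 100% = forskolin alone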
# GPR7 antagonist: blocks human GPR7 receptor signaling; P48145; 290,000 compounds, 1.1% hits; GPR7-expressing cells, fluorescence antagonist assay; inhibition, % at 4.4 µM; in the data active = inhibition above about 16%, passing the limit was not always enough;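 note: cells stimulated with the agonist NPW; 0% = agonist with vehicle and 100% = vehicle without agonist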
# Target sequence (P48145 whole entry, looked up): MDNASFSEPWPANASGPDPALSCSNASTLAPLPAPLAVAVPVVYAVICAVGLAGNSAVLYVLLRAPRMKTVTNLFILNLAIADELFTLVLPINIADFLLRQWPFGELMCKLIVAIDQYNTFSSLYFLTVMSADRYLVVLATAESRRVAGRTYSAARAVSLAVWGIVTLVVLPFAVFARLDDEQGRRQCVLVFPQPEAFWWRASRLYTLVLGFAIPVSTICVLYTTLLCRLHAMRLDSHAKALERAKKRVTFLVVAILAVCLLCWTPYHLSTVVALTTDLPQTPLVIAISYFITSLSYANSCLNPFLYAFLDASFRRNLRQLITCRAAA
# OXTR agonist: human OXTR agonism; P30559; CHO-OTR cells, Fluo-8 calcium fluorescence; normalized: DMSO 0%, oxytocin 100%; activation, % at 3 µM; 320,000 compounds, 0.32% hits; AID 2435;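 active = activation above the mean of all tested compounds plus 3 SD, cutoff set per screening run, cut at about 20% in these data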;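 note: peak over basal fluorescence ratio from a 100 s FLIPR kinetic read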
# PHOSPHO1 block: inhibitors of human PHOSPHO1 phosphatase; Q8TCT1; recombinant PHOSPHO1, absorbance phosphatase assay; inhibition, % at 13.3 µM; 290,000 compounds, 1.1% hits; AID 1565; in the data active = inhibition above about 60%
# MEKK2wt PB1 HTS: raises or lowers MEK5 binding to wildtype human MEKK2 PB1 domain. Q9Y2U5. bead flow cytometry, Alexa488-MEK5 binding to MEKK2 WT; actives lie on both sides. binding response (% of control), % at 10 µM. 290,000 compounds, 1.1% hits; in the data active = binding response below about 67% or above about 130%
# V1aR counter: V1a receptor agonism, counter-screen for OXTR agonists | P37288 | CHO-V1R cells, Fluo-8 calcium fluorescence, agonist mode; 0% DMSO, 100% 3 nM vasopressin | activation, % at 3 µM | 320,000 compounds, 0.25% hits;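 active = activation above the mean activation of all tested compounds plus 3 SD, per screening run, cut at about 20% in these data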;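 note: signal is peak over basal fluorescence ratio across a 100 second FLIPR read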
# MEKK3 PB1 HTS: raises or lowers MEK5 binding to the human MEKK3 PB1 domain; Q99759; 290,000 compounds, 1.4% hits; AID 1529; binding response (% of control), % at 10 µM; bead-based flow cytometry, Alexa488-MEK5 binding to MEKK3; actives lie on both sides; 0 = blocked by unlabeled MEK5, 100 = vehicle;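 active = binding response more than 3 SD above or below the average of its plate-row segment, actives on both sides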;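 note: Alexa488 bead fluorescence after subtracting the streptavidin-only scavenger bead signal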
# Target sequence (Q99759 whole entry, looked up, the tested form may be a part): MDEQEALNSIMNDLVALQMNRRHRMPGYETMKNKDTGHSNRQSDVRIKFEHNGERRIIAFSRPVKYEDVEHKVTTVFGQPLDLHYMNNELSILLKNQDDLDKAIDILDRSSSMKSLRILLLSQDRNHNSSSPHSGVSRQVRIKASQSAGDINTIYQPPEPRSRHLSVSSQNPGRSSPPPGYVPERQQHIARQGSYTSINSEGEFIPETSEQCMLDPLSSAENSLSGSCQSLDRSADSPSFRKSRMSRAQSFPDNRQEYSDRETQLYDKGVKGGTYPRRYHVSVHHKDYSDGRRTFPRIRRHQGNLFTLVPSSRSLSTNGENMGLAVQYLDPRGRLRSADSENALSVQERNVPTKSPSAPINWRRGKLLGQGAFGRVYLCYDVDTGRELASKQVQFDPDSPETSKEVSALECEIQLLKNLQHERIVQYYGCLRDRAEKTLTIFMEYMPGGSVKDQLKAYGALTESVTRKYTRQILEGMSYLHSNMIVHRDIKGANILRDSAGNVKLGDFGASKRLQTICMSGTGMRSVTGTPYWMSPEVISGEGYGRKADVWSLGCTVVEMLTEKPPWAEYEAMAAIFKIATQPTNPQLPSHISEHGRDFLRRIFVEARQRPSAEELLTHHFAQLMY
# Numbers without * were called inactive; . = not tested or not shown.
structure	MEKK2mut PB1 HTS	NALP1 inh	GalR3 antag	GPR7 antagonist	OXTR agonist	PHOSPHO1 block	MEKK2wt PB1 HTS	V1aR counter	MEKK3 PB1 HTS
COc1ccc(C(NC(=O)c2ccco2)c2ccc(OC)c(OC)c2)cc1OC	5	17	-9	-6	0.6	-14	104	0.0	104
CCn1c(C)nc2cc(C(=O)NNC(=S)Nc3ccccc3Cl)ccc21	21	-5	-5	-1	-0.1	7	117	0.5	105
CC(CCc1ccco1)NC(=O)Cn1ncc2c(=O)oc3ccccc3c21 (configuration not stated)	6	3	.	11	-0.1	0	107	0.1	106
Cc1c(C(=O)NCc2ccc(S(N)(=O)=O)cc2)oc2ccc(Cl)cc12	5	8	-1	-1	1.5	25	106	0.4	108
Cc1ccc(-c2nn(C)c(=O)c3ccccc23)cc1CNC(=O)NC1CCCCC1	4	24	0	3	-2.4	6	102	0.1	106
CC(C)(CO)NS(=O)(=O)c1ccc2c(c1)Cc1cc(S(=O)(=O)NC(C)(C)CO)ccc1-2	5	19	-4	-7	0.9	8	105	0.9	104
C=CCn1c(Cc2cccs2)nnc1SCC(=O)NC1CC1	-3	0	-2	-13	-0.3	28	99	-0.1	96
Cc1cc(C(=O)CSc2nnnn2C)c(C)n1CCc1ccc(Cl)cc1	5	10	-2	-6	0.2	82*	110	0.8	106
CCOC(=O)Cc1nc(-c2ccc(Cl)cc2)n[nH]1	-2	10	-3	-14	0.6	20	95	-0.6	94
COc1ccc2c(-c3cccnc3)cc(=O)[nH]c2c1	-2	9	-1	3	-0.2	16	96	1.8	97
Cc1ccc(CO/N=C\Cc2snc(Sc3ncc(C(F)(F)F)cc3Cl)c2C#N)cc1	3	-3	-3	2	-0.2	95*	98	-0.5	104
O=C(CCC(=O)N1CCOc2ccccc21)Nc1cc(F)ccc1F	5	12	-2	1	0.6	2	108	0.4	104
Cc1cc(C)cc(C(=O)NCC(=O)OCC(=O)N2c3ccccc3NC(=O)C2(C)C)c1	6	22	-5	3	-1.2	-6	98	-0.2	104
Cc1ccc(S(=O)(=O)N2CCCC2C(=O)NCCc2nc3ccccc3[nH]2)cc1 (configuration not stated)	4	8	-1	-1	-1.6	10	103	0.4	112
Nc1cc(N)cc(C(=O)OCC(=O)Nc2cc(S(=O)(=O)N3CCCCC3)ccc2Cl)c1	-1	7	0	-8	2.2	-11	95	0.3	108
CC(NC(=O)[C@H](NC(=O)[C@@H]1Cc2ccccc2CN1)c1ccccc1)c1ccccc1 (some centres not stated)	7	11	-7	-7	0.6	24	105	1.7	106
COc1cccc(CNC(=O)N2CCN(c3ccccc3C)CC2)c1	0	25	-8	0	1.8	-22	104	4.3	102
COc1ccc(-n2nc3cc(C)c(NC(C)=O)cc3n2)cc1	-4	15	2	4	0.1	10	94	-0.7	100
COc1cc(SC)ccc1C(=O)Nc1ccncc1	-1	9	-3	-3	-1.7	37	107	-0.1	103
CC(C)n1c(SCC(N)=O)nc2c1c(=O)[nH]c(=O)n2C	9	10	4	-9	.	35	106	.	108
COc1ccc(S(=O)(=O)N2CCC(C(=O)NCc3cccnc3)CC2)cc1OC	-4	19	-6	-10	0.0	11	98	0.1	96
Cc1cc(Nc2ccccc2Cl)n2nnnc2n1	4	-4	2	-3	-0.5	17	113	-0.7	107
CCc1cc(CNC(=O)c2cc(COc3ccc(C)nc3)on2)on1	6	6	-3	-10	0.6	51	107	1.6	106
NC(=O)C1CCN(C(=O)CN2CCc3ccccc32)CC1	21	2	-2	0	-0.6	-27	116	-0.2	113
C=CCn1c(SCC(=O)NCc2cccs2)nnc1C1CCCCC1	4	-3	-5	-2	-0.7	13	99	0.0	103
CC[n+]1c(/C=C2\C=C(C)CC(C)(C)C2)sc2ccccc21	.	-4	4	-2	-2.1	100*	.	-0.8	.
O=C(CCc1nc2ccccc2s1)Nc1cccnc1	-2	-2	4	-12	0.4	36	100	0.3	102
COc1ccc2c(=O)cc(-c3ccccc3F)oc2c1	-6	11	-7	-12	-3.1	20	97	-1.9	96
COc1ccc(C(=O)C2CCCN(Cc3cccn3-c3nccs3)C2)cc1OC (configuration not stated)	8	.	-5	-6	0.3	18	115	1.4	103
CCOC(=O)C1=C(C)OC(N)=C(C#N)C1c1ccc(O)c(OC)c1 (configuration not stated)	5	-15	-5	-4	0.1	7	107	1.6	102

# Printed as active in PHOSPHO1 block, of those listed so far:
SMILES | MEKK2mut PB1 HTS | NALP1 inh | GalR3 antag | GPR7 antagonist | PHOSPHO1 block | MEKK2wt PB1 HTS | MEKK3 PB1 HTS
Cc1cc(C(=O)CSc2nnnn2C)c(C)n1CCc1ccc(Cl)cc1 | 5 | 10 | -2 | -6 | 82* | 110 | 106
Cc1ccc(CO/N=C\Cc2snc(Sc3ncc(C(F)(F)F)cc3Cl)c2C#N)cc1 | 3 | -3 | -3 | 2 | 95* | 98 | 104
CC[n+]1c(/C=C2\C=C(C)CC(C)(C)C2)sc2ccccc21 | . | -4 | 4 | -2 | 100* | . | .

# (list continues)
structure	MEKK2mut PB1 HTS	NALP1 inh	GalR3 antag	GPR7 antagonist	OXTR agonist	PHOSPHO1 block	MEKK2wt PB1 HTS	V1aR counter	MEKK3 PB1 HTS
Cc1cc(C)nc(NS(=O)(=O)c2ccc(NC(=O)c3ccccc3[N+](=O)[O-])cc2)n1	8	7	-8	-7	0.4	34	107	-0.2	101
COc1cc(N/N=C/c2ccccc2O)ncn1	0	28	0	-4	1.0	-12	106	0.6	107
CCOc1cc(C2C3=C(CC(C)(C)CC3=O)OC3=C2C(=O)CC(C)(C)C3)cc([N+](=O)[O-])c1O	2	-23	2	-14	-2.8	47	102	-1.2	98
CN1CCN(CC(O)COc2ccc(OCC(O)CN3CCN(C)CC3)cc2)CC1 (configuration not stated)	3	18	3	0	-0.4	0	100	2.0	112
O=C(CSc1nc2c([nH]c3ccccc32)c(=O)n1-c1ccc(F)cc1)NCc1ccco1	.	33	-1	5	-1.1	-82	.	-1.0	.
CC1Cc2ccccc2N1C(=O)c1ccc(N2CCCCC2)c([N+](=O)[O-])c1 (configuration not stated)	11	38	4	-10	-3.1	-4	105	0.0	101
CN(c1cccc(NC(=O)COc2ccccc2)c1)S(C)(=O)=O	-11	16	-1	-6	1.5	-14	85	1.7	76
O=C(O)CC(Cc1ccc(Br)cc1)C(=O)O (configuration not stated)	.	18	0	-2	0.5	-12	.	0.0	.
Cc1cccc(N=Nc2c(N)n[nH]c2-c2ccc(Cl)cc2)c1	9	14	-7	-15	1.1	0	120	-0.8	100
Cc1ccc(C)n1-c1nccc(-c2ccco2)n1	3	-2	-3	-5	-2.3	28	104	-0.6	104
COc1cc(C(=O)Nc2cccc(-n3cnnn3)c2)cc(Cl)c1OC	0	7	-6	9	4.8	12	103	4.0	103
CC(C)C(NC(=O)/C(=C/c1ccco1)NC(=O)c1ccc(Br)o1)C(=O)O (configuration not stated)	12	-1	-4	-3	1.9	.	108	1.1	109
N#C/C(=C(/O)COC(=O)c1ccc2c(c1)OCCO2)c1nc2ccccc2[nH]1	2	-7	-2	-12	-0.9	7	101	0.2	101
O=C(CCN1CCOCC1)c1ccc(Cl)cc1	-6	-13	1	-15	0.4	37	94	0.0	98
COc1cccc(/C=C/C(=O)Nc2ccc(N3CCOCC3)cc2)c1OC	9	.	-6	-12	-0.5	34	108	-0.4	107
O=C1c2cccc3cccc(c23)C(=O)N1CCN1CCN(CC(O)COc2ccccc2)CC1 (configuration not stated)	20	25	2	-10	-0.5	-18	126	3.4	104
O=C(CSc1nnc(-c2c[nH]c3ccccc23)n1-c1ccc(F)cc1)NCc1ccco1	3	16	-3	-8	-0.5	10	98	-0.2	85
CCCn1c(SCC(=O)Nc2nnc(C)s2)nnc1-c1ccoc1C	12	14	-4	-5	-0.9	13	107	-0.5	104
CCCCn1c(N)c(N(CCC(C)C)C(=O)c2ccc([N+](=O)[O-])o2)c(=O)[nH]c1=O	5	-2	-1	-8	0.6	51	108	0.2	103
Fc1cccc(/C=N/Nc2ccc(Cl)nn2)c1	3	11	-6	-8	-1.4	29	100	-0.3	101
Cc1cc(=O)nc2c3ccccc3n(C(C)C(=O)NCCN3CCOCC3)n12 (configuration not stated)	1	10	-4	-7	0.4	44	101	-0.2	102
COc1ccc(C(CC(=O)N2CCCC2)c2c(OC)cc(OC)c3ccc(=O)oc23)cc1 (configuration not stated)	3	10	1	.	0.4	26	95	-0.2	98
Cc1ccc(S(=O)(=O)N2CCCCC2)cc1	9	-11	-8	-12	-0.1	36	104	-0.5	108
CCOc1ccc(C2C(C(=O)c3ccc(C)o3)=C(O)C(=O)N2CCN2CCOCC2)cc1OC (configuration not stated)	-1	-1	3	4	-0.3	27	99	0.6	100
COc1cc(/C=C/[N+](=O)[O-])ccc1OC(=O)c1cc2ccccc2oc1=O	2	-13	-4	-3	-1.0	.	109	1.2	106
Cc1ccc(-n2c(C)cc3c2CC(C)(C)CC3=O)cc1C	-1	4	0	-12	-2.4	-4	95	0.6	97
CC(=O)Nc1ccc(N=c2cc([N+](=O)[O-])cc(Cl)n2O)cc1	5	21	-12	5	0.3	33	99	-0.2	104
c1n[nH]c(NC2=NCCC2)n1	0	1	-4	6	0.2	-26	98	2.0	98
COC(=O)Cc1c(C)c2ccc(OCC(=O)N(C)C)cc2oc1=O	2	10	-3	-7	0.6	-5	103	-0.1	103
CCOC(=O)N1CCN(c2c(NCCc3ccc(C)cc3)c(=O)c2=O)CC1	3	1	2	-14	0.9	36	102	2.0	107
Cc1cc(SCC(=O)OCC(=O)NCc2ccc3c(c2)OCO3)c(C)cc1Br	0	13	-4	1	1.4	-7	102	1.2	107
CCOc1cccc(CN2CCN(c3cccc(C(F)(F)F)c3)CC2)c1O	5	4	-9	-12	-1.5	-8	105	0.0	97
Cn1cc(C(=O)NCc2ccccc2F)cn1	-3	20	6	-8	1.0	-9	96	0.6	95
O=C(CN(C(=O)CNC(=O)c1ccco1)c1ccc(F)cc1)NC1CCCC1	4	-1	-7	-14	1.3	23	99	0.5	102
NS(=O)(=O)c1ccc(CCNC(=O)Nc2ccc(Cl)c(Cl)c2)cc1	1	26	-5	10	-0.4	8	102	0.1	100
Cc1ccc2cc3c(nc2c1)OCC3	14	.	7	-13	-0.3	19	106	-0.2	112
CCOC(=O)c1sc2ncn(CC(=O)N(CC)CC)c(=O)c2c1C	-8	10	-2	-7	2.1	-6	78	2.2	72
Cc1n[nH]c(C)c1CCc1nc2c3ccccc3nc(SCC(N)=O)n2n1	-1	19	-3	-4	.	26	98	.	102
CN1CCN(c2ccc([N+](=O)[O-])cc2C(=O)N2CCCCC2)CC1	2	15	-3	0	-1.3	-16	104	0.5	104
c1ccc(Cn2ncc3c(Nc4ccccc4)ncnc32)cc1	1	.	-5	9	-1.5	45	95	-0.9	91
Fc1ccc(-c2cc(C(F)(F)F)nc(NCc3cccs3)n2)cc1	0	36	-5	-18	-0.5	-15	99	2.5	102
O=C(Nc1cccnc1)c1cc(-c2ccccc2)on1	4	-102	-2	2	1.9	6	101	4.1	93
Nc1ccc2nc(CN3CCOCC3)[nH]c2c1	.	22	0	8	0.2	3	.	0.0	.
CN(C(=O)CSc1nc(O)cc(=O)n1C1CCCC1)c1ccccc1	-3	19	12	-3	9.0	33	99	13	96
COc1cccc(C(CC(=O)Nc2cccc3ccccc23)NC(=O)c2ccccc2)c1 (configuration not stated)	7	19	-9	-11	0.1	42	102	0.4	100

# High-throughput results (PubChem BioAssay)
